Assay outcomes (PubChem)
HIV RNase H inh – blocks HIV-1 RNase H cleavage of RNA/DNA duplex; P04585; RT-RNase H RNA/DNA duplex cleavage, fluorescence; inhibition, % at 10 µM; 1.9% of 65,000 active; in the data active = inhibition above about 50%
RmlC RmlD mix – mixture blocks RmlC and RmlD coupled enzyme activity; inhibition, % at 5.5 µM; 0.39% of 110,000 active; RmlC/RmlD coupled enzyme inhibition, 384-well mixture HTS; in the data active = inhibition above about 30%, passing the limit was not always enough; inconclusive = no clear call, values can overlap the other calls; also: strong numbers were not always called active
* = called active by the depositor; ? = inconclusive; nt = not tested or not shown. A portion of the library. The share of hits here may be higher or lower than overall.

SMILES	HIV RNase H inh	RmlC RmlD mix
COc1ccccc1N1CCN(C(=O)CSc2nc(N)cc(=O)[nH]2)CC1	nt	8
COc1cccc(C(=O)Nc2nnc(-c3cccs3)s2)c1	nt	-5
CCC(=O)c1ccc(OCC(O)CN2CCN(c3cccc(C(F)(F)F)c3)CC2)cc1 (configuration not stated)	17	-7
CCC(NC(=O)NCCCn1ccnc1)(C(F)(F)F)C(F)(F)F	-1	-58
COc1cc(C(=O)Nc2nccs2)cc(OC)c1OC	-13	-8
Cc1ccccc1Cn1cc(/C=N/n2cnnc2)c2ccccc21	-40	-5
CC(C)(C)c1cc(C(F)(F)F)c(C#N)c(=O)[nH]1	nt	19
CC(=O)Cc1ccccc1OCC(=O)O	-9	15
CC(C)C[C@H](NC(=O)c1nc[nH]c1C(=O)N1CCC(C)CC1)C(=O)OC(C)(C)C	nt	5
CCOc1cc(-c2c(C#N)c(N)nc3c2CCCC3)ccc1O	-18	-34
CCOC(=O)c1sc(NCC2CCCO2)nc1C (configuration not stated)	1	-4
CCOC(=O)c1ccc(NC(=O)c2ccc(C)c(S(=O)(=O)N3CCOCC3)c2)cc1	-11	4
Cn1c(=O)c2c(nc(OCc3cccnc3)n2Cc2c(F)cccc2Cl)n(C)c1=O	-62	-16
CC1CCC(NCC(O)c2ccccc2)CC1 (configuration not stated)	nt	-6
COc1ccc(N2C(=O)CC(N3CCN(c4ccccc4F)CC3)C2=O)cc1 (configuration not stated)	-3	-1
COC(=O)C1=C(C)N(Cc2ccc(C)cc2)C(=O)C1	nt	-11
COc1ccc(/C=C2\CCCC3C2=NN(C(=O)COC(=O)CNC(=O)c2ccccc2)C3c2ccc(OC)cc2)cc1 (configuration not stated)	nt	-18
COc1cccc(C(c2sc3ncnn3c2O)N2CC(C)OC(C)C2)c1 (configuration not stated)	-3	0
CCn1c(=O)c2c3c(sc2n(C)c1=O)CCC3	-5	9
CC1CCCCN1CCCNC(=O)C1CCN(c2nc3ccccc3o2)CC1 (configuration not stated)	-16	8
COc1ccc2[nH]c(=O)c(CN(CC3CCCO3)C(=O)Nc3ccccc3)cc2c1 (configuration not stated)	8	-2
O=C(CSc1nc2ccccc2c(=O)n1Cc1ccco1)NCc1ccco1	-1	13
O=C(Nc1ccccc1Cl)c1cccc(NS(=O)(=O)c2ccccc2)c1	nt	-9
O=C(NCc1ccco1)c1ccc(=O)[nH]n1	1	-5
CC(C)(C)c1nc2sc3c(c2c(=O)o1)CCCC3	nt	-5
CCC(C)(C)NC(=O)C(c1ccc(C)cc1)N(Cc1ccco1)C(=O)CCC(=O)Nc1nccs1 (configuration not stated)	nt	5
CC(C)(C)C(=O)/C=C(\N)c1ccccn1	-9	24
Cc1cnc(C)c(N2CCC(C(=O)NCc3cccs3)CC2)n1	-8	15
CCOc1ccc(/C(O)=C2/C(=O)C(=O)N(CCOCCO)C2c2ccccc2)cc1 (configuration not stated)	-13	7
Cc1nn(C)c(Oc2ccccc2)c1CCNS(=O)(=O)c1ccccc1	nt	-34
CCOC(=O)N1CCN(CC(=O)Nc2c(C(=O)OC)[nH]c3ccccc23)CC1	-4	1
COCCn1c(C)cc(C(=O)CSc2ccc(NC(C)=O)cc2)c1C	-17	6
Cc1nc2ncnn2c(N2CCN(C(=O)Cc3cccs3)CC2)c1C	-4	9
COc1ccccc1Cn1c(-c2ccccc2OC)nc2ccccc21	nt	9
CCOC(Cn1c(-c2ccc(OC)cc2)nc2ccccc21)OCC	nt	1
Cc1cc(NC(=O)c2cc(C)on2)n(-c2ccccc2)n1	75*	nt
CCCCC[n+]1ccn(C2=C([O-])c3ccccc3C(=O)/C2=N\S(=O)(=O)c2ccccc2)c1	nt	-5
O=[N+]([O-])c1ccc(N(c2ccccc2)c2ccccc2)cc1	nt	9
Cc1cc(C)cc(OCC(=O)Nc2ccc(N3CCN(C(=O)c4ccco4)CC3)cc2)c1	nt	0
CCC(=O)Nc1nc2ccc(NC(C)=O)cc2s1	-1	13

Some of these compounds in order of count of non-hydrogen atoms, lowest first:
SMILES	HIV RNase H inh	RmlC RmlD mix
CCC(=O)Nc1nc2ccc(NC(C)=O)cc2s1	-1	13
Cc1cc(NC(=O)c2cc(C)on2)n(-c2ccccc2)n1	75*	nt
O=[N+]([O-])c1ccc(N(c2ccccc2)c2ccccc2)cc1	nt	9

The listing continues.
SMILES	HIV RNase H inh	RmlC RmlD mix
CCOc1ccccc1NC(=O)C1CCN(S(=O)(=O)c2c(C)noc2C)CC1	20	-10
CCCS(=O)(=O)c1c(S(=O)(=O)CCC)c2c3ccccc3ccn2c1C(=O)OC	nt	-1
CC1CN(Cc2nc3c(c(=O)n(C)c(=O)n3C)n2CCCc2ccccc2)CC(C)O1 (configuration not stated)	-1	-14
O=C(COc1ccccc1)NCCc1nc2ccccc2[nH]1	-10	-12
N#Cc1c(-c2ccco2)cc(C2CC2)nc1SCC(=O)c1ccccc1	-22	5
Cc1cc(=O)[nH]c(SCc2nc3ncccn3c2Br)n1	-10	9
COC(=O)c1ccccc1NC(=O)CN1CCC(NC(=O)c2ccccc2C)CC1	4	-25
N#Cc1ccc(COC(=O)c2ccc3c(=O)[nH]c(CN4CCOCC4)nc3c2)cc1	1	-5
CCN(CC)S(=O)(=O)c1ccc2[nH]cc(C(=O)NCCN3CCCCC3C)c(=O)c2c1 (configuration not stated)	-5	nt
CC(=O)NCC(=O)OCC(=O)c1ccc2ccccc2c1	nt	-11

A different layout for some results above:
Second line of a record – HIV RNase H inh, RmlC RmlD mix
- N#Cc1c(-c2ccco2)cc(C2CC2)nc1SCC(=O)c1ccccc1
→ -22, 5
- Cc1cc(=O)[nH]c(SCc2nc3ncccn3c2Br)n1
→ -10, 9

The results go on:
SMILES	HIV RNase H inh	RmlC RmlD mix
C=CCn1c(SCC(=O)Nc2cc(NC(C)=O)ccc2OC)nnc1-c1cccnc1	3	10
CCOC(=O)N1CCN(C(=O)C2CCN(c3ncnc4c3sc3cccc(F)c34)CC2)CC1	4	-12
S=C(Nc1ccc(Cl)cc1Cl)NC1CCCCC1	nt	-7
O=C1c2ccccc2C(=O)C12OC(c1ccccc1)C1(C(=O)c3ccccc3C1=O)C2c1ccc([N+](=O)[O-])cc1 (configuration not stated)	nt	6
O=C(COC(=O)c1ccncc1)Nc1cc(Cl)ccc1Cl	nt	5
CN(C)/C=C(\C#N)C(=O)c1cccnc1Oc1cccc(F)c1	nt	12
Cc1oc2cc(OC(C)C(=O)O)ccc2c(=O)c1Oc1ccccc1 (configuration not stated)	-13	-5
CCSc1nnc(NC(=O)CSc2c(Cl)cccc2Cl)s1	nt	3
COc1ccc(-n2c(Cc3cccn3C)nnc2SCC(=O)Nc2ccc(F)cc2)cc1	-37	8
COc1ccc(NC(=O)c2ccc(COc3ccccc3Br)o2)cc1OC	-1	-5
Cc1ccc(S(=O)(=O)CC(=O)Nc2nc(-c3ccccc3)cs2)cc1	nt	2
C=CCn1c(SCc2nc3ccccc3c(=O)[nH]2)nnc1-c1cc2cc(Cl)ccc2o1	3	-9
O=c1c2ccccc2[se]n1-c1ccccc1	94*	57*
COc1ccc(-c2nc(CS(=O)CC(=O)NCc3ccc4c(c3)OCO4)c(C)o2)cc1 (configuration not stated)	3	-5
COc1ccc(C(CNC(=O)c2ccc(N3CCCC3=O)cc2)N(C)C)cc1 (configuration not stated)	nt	8
O=C(CNC(=O)c1ccccc1)NCC1COc2ccccc2O1 (configuration not stated)	nt	-9
COc1ccccc1-c1c(C)nn2c(N3CCCCCC3)cc(C)nc12	-17	-2
Cc1cccc(CN2[C@@H](CC(C)C)COCCS2(=O)=O)c1	nt	-9
CCOC(=O)c1ccc(NC(=O)CCC(CC)C(=O)O)cc1 (configuration not stated)	-5	-26
Cc1onc(-c2c(F)cccc2Cl)c1C(=O)N1CCc2ccccc21	nt	8
O=c1oc(-c2ccccc2F)nc2c1cnn2-c1ccccc1	nt	-8
CC(=O)Nc1ccc(S(=O)(=O)Nc2ccc(S(=O)(=O)N3CCCCCC3)cc2)cc1	-2	16
CCCn1c(O)c(/C=C2\C=NN=C2c2ccccc2)sc1=S	nt	-10
C=CCn1c(O)c(C(C)=Nc2ccc(N(CC)CC)cc2)c(=O)[nH]c1=O	-1	20
CCc1ccc(NC(=O)Cn2c(=O)oc3cc(S(=O)(=O)N4CCOCC4)ccc32)cc1	4	5
CCc1nc2ccccc2n(CC)c1=O	-3	5
N#CC1=C(N)c2ccccc2CC12CCCCC2	nt	-8
NC(=O)c1ccc2c(=O)n3c(-c4cc(Cl)c(N)c(Cl)c4)csc3nc2c1	nt	10
COc1cc(/C=C2/S/C(=N/S(=O)(=O)c3ccccc3)NC2=O)c([N+](=O)[O-])cc1OC	nt	-4
CCOc1ncccc1C(=O)OCC(=O)c1cccs1	nt	-7
Cc1ccc(OCCNC(=O)c2cc(-n3cnnc3)ccc2Cl)cc1C	nt	-10
COc1ccc(C(O)c2coc3ccc(O)c(CN(C)C)c23)cc1 (configuration not stated)	-1	5
CC(C)CCN(C)C1CCN(S(=O)(=O)c2cccc(C(F)(F)F)c2)CC1	-9	nt
CCOc1cc(NC(=S)Nc2ccccc2)c(OCC)cc1NC(=O)c1ccc(OC)cc1	nt	-4
C=CCn1c(-c2ccc(OC)cc2)nc2nc3ccccc3nc21	nt	58
CCOC(=O)C(C)Oc1ccsc1C(=O)OC (configuration not stated)	nt	-8
O=C(CNS(=O)(=O)c1ccc(C(=O)N2CCCCC2)cc1)N1CCCCC1	-2	5
CCOC(=O)CSc1nnc(CNC(=O)c2ccc(OC)cc2)n1-c1ccc(OC)cc1	-12	7
CCN(CC)S(=O)(=O)c1ccc2nnn(OCC(=O)Nc3cccc(C#N)c3)c2c1	-23	-24
CCCCCN1C2=NCCN2c2ccccc21	nt	-15
CC1CN=C(c2cccn2Cc2ccc(F)cc2Cl)O1 (configuration not stated)	5	nt
CCN1CCCC1Cn1cnc2c([nH]c3cc(OC)ccc32)c1=O (configuration not stated)	nt	-10
Cc1cccnc1NC(=O)c1ccc2nc(N)sc2c1	11	13
COc1ccc(N2C(=O)C3CCCN3C2c2cccs2)cc1 (configuration not stated)	-8	-9
CCOC(=O)CN(C(=O)CSc1nnc(COc2ccc(OC)cc2)n1C)c1ccccc1	-15	-9
COC(=O)c1c(NC(=O)c2cccnc2)sc(C)c1C	nt	4
Cc1nc2c(C(=O)N3CCOCC3)cnn2c(C)c1Cc1ccc(Cl)cc1	nt	-3
Cc1csc2nc(=O)c3ccccc3n12	-11	10
O=C(C1CCN(S(=O)(=O)c2ccc(-n3cnnn3)cc2)CC1)N1CCN(c2ccccc2)CC1	-4	5
C=CCn1c(N2CCCC2)nc2c1c(=O)[nH]c(=O)n2C	-19	8

Additional results follow:
SMILES	HIV RNase H inh	RmlC RmlD mix
CC1(C)CC(=O)C=C(NCC2CCCO2)C1 (configuration not stated)	0	-7
COc1cccc(/C=N/n2cnc3ccccc32)c1OC	nt	19
Cc1ccc(Cn2nnc3c(=O)[nH]c(C4CCN(S(=O)(=O)c5ccccc5)CC4)nc32)cc1	-1	-3
CCn1c(-c2ccccc2)c[nH]c1=S	nt	-9
Cc1ccccc1Cn1c(C(=O)OC(C)C)cc2c1ccn2C	nt	6
O=C(O)CCn1c(C(=O)O)cc2sccc21	1	-10
Cc1ccc(NC(=O)C2C3CC4OC(=O)C2C4C3)cc1Cl (configuration not stated)	-2	8
CC(CCc1ccccc1)NC(=O)c1ccc(Cl)nc1 (configuration not stated)	nt	4
O=C1C2C3C=CC(C3)C2C(=O)N1CNc1ccccn1 (configuration not stated)	nt	9
O=C(CN(C(=O)CNS(=O)(=O)c1ccccc1)c1ccc2c(c1)OCCO2)NC1CCCCC1	-11	4

Part of the list above, as comma-separated lines.
structure,HIV RNase H inh,RmlC RmlD mix
COc1cccc(/C=N/n2cnc3ccccc32)c1OC,nt,19
Cc1ccc(Cn2nnc3c(=O)[nH]c(C4CCN(S(=O)(=O)c5ccccc5)CC4)nc32)cc1,-1,-3
CCn1c(-c2ccccc2)c[nH]c1=S,nt,-9
Cc1ccccc1Cn1c(C(=O)OC(C)C)cc2c1ccn2C,nt,6
O=C(O)CCn1c(C(=O)O)cc2sccc21,1,-10
Cc1ccc(NC(=O)C2C3CC4OC(=O)C2C4C3)cc1Cl (configuration not stated),-2,8
CC(CCc1ccccc1)NC(=O)c1ccc(Cl)nc1 (configuration not stated),nt,4

Additional structures.
SMILES	HIV RNase H inh	RmlC RmlD mix
O=C(O)CC12CSc3[nH]c(=O)sc3C1c1ccccc1OC2=O (configuration not stated)	13	4
Cc1ccc2[nH]c3c(c2c1)CN(C(=O)CN1CCN(c2ccccc2)CC1)CC3	-8	7
CCCc1nnc(SCC(=O)N2C(C)CCCC2C)n1CC1CCCO1 (configuration not stated)	nt	-13
Nn1c(N2CCCCC2)nc2ccccc21	nt	-9
CCOC(=O)Cn1c(=NC(=O)CSC(C)=O)sc2ccccc21	-52	-4
CCC(C)NC(=O)CSc1ccc(Cl)cc1 (configuration not stated)	nt	-51
Nc1ccc(C(=O)OCc2nc3c(ccc4ccccc43)[nH]2)cc1	nt	5
CC(C)(CN1CCCCC1)NS(=O)(=O)c1ccc(Cl)cc1	-11	-10
O=C(C1CCCN(S(=O)(=O)c2cccc3nsnc23)C1)N1CCC2(CC1)OCCO2 (configuration not stated)	-19	-20
Cc1ccc(NC(=O)OCC(F)(F)C(F)F)cc1NC(=O)OCC(F)(F)C(F)F	5	-8
O=C(O)c1cc(-c2ccccc2)n(-c2ccccc2)n1	nt	12
Clc1ccccc1N1CCN(c2ncnc3nc[nH]c23)CC1	-1	nt
Cc1c(C#N)c2ccccc2n1CC(=O)N1CCc2ccccc2C1	-3	-128
CCCCn1c(SCC(=O)N2CCOCC2)nnc1-c1cccs1	2	-7
Cc1ccc2cc(C#N)c(NCCNC(=O)C3CCC3)nc2c1C	-12	23
O=S(=O)(c1ccccc1)c1cnn2c(C(F)(F)F)cc(-c3ccccc3)nc12	nt	?
